# Source: PubChem
# Rpn11 block = Rpn11 (human) deubiquitinase inhibition; human 26S proteasome, Ub4-pepOG fluorescence polarization; 20S core pre-blocked with epoxomicin; calls only at 20 µM; O00487; actives 0.59% (n = 360,000);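 active = inhibition at 20 µM, scaled to each plate's controls, above about 33%, limit read from the data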
# NadD inh = inhibitors of Staphylococcus aureus NadD. inhibition, % at 20 µM. purified NadD enzyme, colorimetric absorbance read-out. actives 0.78% (n = 360,000). AID 602399; in the data active = inhibition above about 26%; also: some compounds past the cut are filed as inactive
# SKN-1 inh = inhibitors of C. elegans SKN-1. C. elegans VP596 Pgst-4::GFP/RFP ratio, acrylamide-induced, 24 h. inhibition, % at 21.8 µM. actives 0.49% (n = 360,000). AID 624304;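 active = interference check ratio from 0.5 to 1.5 plus GFP to RFP signal ratio inhibition reaching or exceeding a fixed threshold, cut at about 30% in these data, passing the limit was not always enough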; also: some compounds called inactive have numbers as strong as hits
# MT1-MMP act inh = inhibitors of human MT1-MMP activation; GFP/RFP ratio change, % at 20 µM; P50281; HT1080 RFP-PRO-GFP cells, GFP/RFP ratio fluorescence, overnight; percent of plate control window, DMSO zero; actives 0.061% (n = 360,000);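 active = GFP/RFP ratio change of at least 30% with cell ATP level not reduced by more than half and red fluorescence within 50% of control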; also: strong numbers were not always called active
#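 Assay system: HT1080 RFP-PRO-GFP cells. Benchmarks: DMSO vehicle wells and RFP-L50D-GFP reporter cell wells. Times: overnight cell settling, then overnight compound exposure, 37 °C, 5% CO2. Compound: 20 µM single dose, 1% DMSO. Read-out basis: GFP/RFP fluorescence ratio.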
# SUMO1-SIM PPI = alters human SUMO1 binding to SIM partners; P63165; SUMO1 binding to a labelled peptide, TR-FRET, 1 h; inhibition, % at 20 µM; actives 0.33% (n = 360,000); AID 602429; in the data active = inhibition above about 37%
# Target sequence (P63165 whole entry, looked up): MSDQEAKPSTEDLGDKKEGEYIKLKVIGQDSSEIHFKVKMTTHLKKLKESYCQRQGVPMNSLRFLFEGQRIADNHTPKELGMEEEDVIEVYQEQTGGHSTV
# DNMT1 block = inhibitors of human DNMT1; actives 0.83% (n = 360,000); P26358; inhibition (reported as % activation of signal), % at 10 µM; DNMT1 molecular beacon, Hinp1I cleavage, fluorescence; in the data active = inhibition above about 50%
# LMPTP block = blocks human LMPTP phosphatase. P24666. recombinant LMPTP-A, OMFP fluorogenic substrate, fluorescence intensity. inhibition, % at 20 µM. actives 0.22% (n = 360,000). AID 651560;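 active = compounds that cut the enzyme signal by at least half of the control window in the single-dose screen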;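 also: plate controls were DMSO wells with enzyme plus substrate for no effect and substrate without enzyme for full effect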
# Target sequence (P24666 whole entry, looked up): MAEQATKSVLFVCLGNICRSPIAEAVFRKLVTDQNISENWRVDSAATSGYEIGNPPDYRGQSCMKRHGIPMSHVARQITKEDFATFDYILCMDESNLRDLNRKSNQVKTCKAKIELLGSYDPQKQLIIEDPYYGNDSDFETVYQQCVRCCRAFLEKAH
#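 Assay system: LMPTP-A phosphatase enzyme | Input: 0.625 nM enzyme | Also added: Fluorogenic phosphatase substrate OMFP at 400 µM final | Compound dosing: One test concentration per compound, 20 µM, with 3% DMSO overall | Schedule: 50 min enzyme reaction at room temperature, protected from light | Signal: Fluorescence intensity | Benchmarks: no-enzyme and uninhibited controls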
# STEP inh = inhibitors of human striatal-enriched phosphatase STEP; inhibition, % at 20 µM; recombinant STEP, OMFP fluorogenic substrate, fluorescence; P54829; AID 588621; actives 0.25% (n = 360,000);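 active = inhibition at 20 µM, scaled per plate between control wells, above about 37%, limit read from the data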;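 also: 0% = DMSO with enzyme and substrate and 100% = substrate only without enzyme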
# Target sequence (P54829 whole entry, looked up): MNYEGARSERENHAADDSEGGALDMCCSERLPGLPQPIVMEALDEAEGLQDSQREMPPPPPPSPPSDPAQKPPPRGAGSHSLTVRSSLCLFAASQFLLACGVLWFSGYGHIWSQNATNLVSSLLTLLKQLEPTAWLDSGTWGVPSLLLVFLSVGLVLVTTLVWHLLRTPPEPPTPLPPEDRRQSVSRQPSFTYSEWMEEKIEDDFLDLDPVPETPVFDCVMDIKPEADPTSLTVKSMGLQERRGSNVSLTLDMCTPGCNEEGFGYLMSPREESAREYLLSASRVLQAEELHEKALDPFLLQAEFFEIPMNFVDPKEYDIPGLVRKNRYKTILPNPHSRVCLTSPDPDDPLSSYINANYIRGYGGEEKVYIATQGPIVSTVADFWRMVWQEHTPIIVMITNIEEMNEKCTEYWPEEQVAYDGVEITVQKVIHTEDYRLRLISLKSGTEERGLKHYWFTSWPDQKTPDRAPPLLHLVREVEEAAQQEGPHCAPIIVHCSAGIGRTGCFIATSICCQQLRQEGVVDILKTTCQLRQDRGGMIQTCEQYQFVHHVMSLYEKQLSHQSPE
#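 Assay system: isolated STEP enzyme. Buffer or medium: pH 6.0 Bis-Tris with DTT and Tween 20. Also added: fluorogenic phosphatase substrate OMFP at 25 µM final. Dosing: 20 µM, 1% DMSO. Timing: 20 min reaction, room temperature, in the dark. Measured by: fluorescence intensity, excitation 480 nm, emission 540 nm. Evaluation: normalized % inhibition.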
# Scp-1 inhibitor = blocks human Scp-1 phosphatase activity; Recombinant Scp1, phosphopeptide, malachite green phosphate absorbance; Q9GZU7; inhibition, % at 20 µM; actives 0.88% (n = 340,000);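 active = inhibition above about 50% at 20 µM, limit read from the data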;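 also: plate controls were DMSO wells with enzyme for no effect and wells lacking enzyme for full effect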
# Target sequence (Q9GZU7 76-261 limits assumed): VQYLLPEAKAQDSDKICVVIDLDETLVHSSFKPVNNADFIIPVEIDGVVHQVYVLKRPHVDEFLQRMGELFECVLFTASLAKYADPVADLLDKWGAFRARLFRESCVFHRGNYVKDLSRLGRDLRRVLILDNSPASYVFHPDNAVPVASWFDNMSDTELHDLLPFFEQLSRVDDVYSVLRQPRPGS
#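 Incubation: 45 min enzyme reaction at room temperature / System: truncated SCP-1 phosphatase (76-261aa) / Reagent: Phospho 17-mer peptide substrate / Buffer or medium: Acidic Tris acetate buffer with magnesium and detergent / Signal: absorbance at 630 nm / Doses: one concentration, 20 µM, with 1.0% DMSO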
# NRP1-CendR mod = modulators of CendR peptide binding to human neuropilin-1; O14786; FAM-RPARPAR peptide binding to NRP-1, fluorescence polarization; inhibition, % at 25 µM; actives 0.85% (n = 360,000);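 active = inhibition or corrected inhibition above about 18%, plus a signal ratio from 0.5 to 1.5, limit read from the data, passing the limit was not always enough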; also: strong numbers were not always called active
# * marks the source's active call; other numbers are inactive results; i = inactive; / = not tested or not shown; + = active, no number.
# Values run as follows: Rpn11 block	STEP inh	NRP1-CendR mod	SUMO1-SIM PPI	NadD inh	SKN-1 inh	MT1-MMP act inh	LMPTP block	DNMT1 block	Scp-1 inhibitor
Cc1noc(C)c1-c1ccc(C(=O)NCc2ccco2)c2occc12
 : i	2	-16	6	-1	-4	5	-0.6	-5	/
COc1ccc(-c2cc(NC(C)=O)c3ncc(-c4ccccc4)n3c2)cc1OC
 : i	-2	-25	-17	-3	-1	-1	-0.6	-10	/
Cc1ccc(NC(=O)CN2CCN(C(=O)c3ccco3)CC2)cc1
 : i	-1	3	1	9	-2	3	-0.8	-1	-1
CCc1nnc(N/N=C/c2ccccc2Cl)n1N
 : i	-3	-6	-7	2	15	4	-2.3	1	-9
CC(/C=N/NC(=O)c1ccncc1)=C\c1ccccc1
 : i	-3	11	-14	2	-3	4	-2.1	-1	7
O=C1NC(Cc2c[nH]c3ccccc23)C(=O)N1CCOc1ccccc1 (stereo not given)
 : i	2	2	0	-5	10	5	-1.3	-2	-7
Cc1cc(-c2nnc(CCC(=O)N(C)Cc3cccc4ccccc34)o2)no1
 : i	-2	-12	-4	-4	-8	-7	1.8	0	-5
O=C(O)c1cc([N+](=O)[O-])c(N2CCCC2)c([N+](=O)[O-])c1
 : i	2	2	-23	-5	13	-2	-0.1	1	-3
CC1(C)Cc2c(sc(N)c2C#N)C(C)(C)N1
 : i	44*	3	4	-1	1	-2	0.7	-5	-3
CCC(C(=O)N1CCN(C(=O)c2ccco2)CC1)n1sc2ccccc2c1=O (stereo not given)
 : i	1	5	4	0	-3	3	-1.1	-2	-6
O=C(N/N=C/c1cccs1)C(=O)N1CCCC1
 : i	0	17	-1	-1	8	0	0.6	-2	-4
COc1ccc(C(=O)N2CCC(n3nccc3NC(=O)C3CCOC3)CC2)cc1 (stereo not given)
 : i	-1	5	-1	2	3	-2	-1.1	0	-2
O=C(CSc1ccncc1)Nc1ccc(S(=O)(=O)Nc2nccs2)cc1
 : i	3	-19	13	-7	-8	-1	3.0	1	12
O=C(CCNC(=O)c1ccc(Cl)cc1)Nc1c(F)c(F)cc(F)c1F
 : i	-2	-5	-1	-8	4	0	-2.0	5	0
CCOC(=O)C1(C)CCN1C(=O)c1cncc(Br)c1 (stereo not given)
 : i	0	-12	0	1	3	-3	-1.9	-2	/

# Single values from the results shown:
# In SUMO1-SIM PPI, O=C1NC(Cc2c[nH]c3ccccc23)C(=O)N1CCOc1ccccc1 (stereo not given) is entered as 0
# In SUMO1-SIM PPI, CCc1nnc(N/N=C/c2ccccc2Cl)n1N is entered as -7

# Carrying on.
# Values run as follows: Rpn11 block	STEP inh	NRP1-CendR mod	SUMO1-SIM PPI	NadD inh	SKN-1 inh	MT1-MMP act inh	LMPTP block	DNMT1 block	Scp-1 inhibitor
Nc1nnc(-c2ccc(Cl)cc2)s1
 : i	2	-21	-4	-1	6	-2	-0.1	1	-4
C1CNC(C23CC4CC(CC(C4)C2)C3)=N1
 : i	-3	-21	-3	-11	2	-5	-1.1	6	-9
COc1ccccc1Nc1nc(-c2ccc3c(c2)NC(=O)CO3)cs1
 : i	-1	-20	-6	7	-9	5	48	-22	1
O=C(Nc1cccc(S(=O)(=O)N2CCCCC2)c1)C1CCCN1S(=O)(=O)c1ccccc1F (stereo not given)
 : i	3	2	1	-8	-10	3	-0.2	-3	-8
CCc1nc2ccccc2c(NC(=O)CN2CCC(C)CC2)c1C
 : i	2	-2	2	-3	7	1	-0.2	1	-9
CCc1c(C(=O)Nc2ccc(S(=O)(=O)N3CCOCC3)cc2)csc1C
 : i	9	-4	5	-7	7	2	1.0	-16	-8
Cc1nn(C)c(C)c1CNC(=O)Nc1ccc2c(c1)OCO2
 : i	-1	0	-4	-5	-9	-4	0.1	1	-6
O=C(NCCCn1ccnc1)c1ccc(C(F)(F)F)cc1
 : i	-2	-5	-4	-3	24	0	-1.0	4	-1
CC(=O)Nc1ccc2nc(C3CC3)n(Cc3ccc(Cl)cc3)c(=O)c2c1
 : i	0	10	1	4	14	2	0.3	-40	-3
CCOC(=O)c1[nH]c2ccccc2c1NC(=O)CC(C)C
 : i	1	5	0	-2	-8	5	-0.4	2	0
Cc1cc(CN(C)C(=O)C2CCC(=O)N(CCc3cccc(F)c3)C2)on1 (stereo not given)
 : i	-1	16	-1	2	14	0	-1.3	-1	-9
COC(=O)C1(c2ccccc2)NC(c2cccs2)C2C(=O)N(c3ccccc3)C(=O)C21 (stereo not given)
 : i	-4	-7	38	-3	-10	2	0.7	1	1
OC(CN1C2=NCCN2c2ccccc21)c1ccc2c(c1)OCO2 (stereo not given)
 : i	4	9	-6	-12	1	-22	-0.4	1	3
CCSC1=N/C(=C\c2ccc(C(=O)O)cc2)C(=O)S1
 : i	3	-19	-8	1	9	11	-0.6	7	0
Cc1ccnc(NS(=O)(=O)c2ccc(NC(=O)c3ccc(S(=O)(=O)N4CC(C)OC(C)C4)cc3)cc2)n1 (stereo not given)
 : i	-3	-5	4	-2	12	-1	0.1	5	-3

# Of the compounds above, these have four or more nitrogen atoms:
# Values run as follows: Rpn11 block	STEP inh	NRP1-CendR mod	SUMO1-SIM PPI	NadD inh	SKN-1 inh	MT1-MMP act inh	LMPTP block	DNMT1 block	Scp-1 inhibitor
CCc1nnc(N/N=C/c2ccccc2Cl)n1N
 : i	-3	-6	-7	2	15	4	-2.3	1	-9
Cc1cc(-c2nnc(CCC(=O)N(C)Cc3cccc4ccccc34)o2)no1
 : i	-2	-12	-4	-4	-8	-7	1.8	0	-5
COc1ccc(C(=O)N2CCC(n3nccc3NC(=O)C3CCOC3)CC2)cc1 (stereo not given)
 : i	-1	5	-1	2	3	-2	-1.1	0	-2
O=C(CSc1ccncc1)Nc1ccc(S(=O)(=O)Nc2nccs2)cc1
 : i	3	-19	13	-7	-8	-1	3.0	1	12
Cc1nn(C)c(C)c1CNC(=O)Nc1ccc2c(c1)OCO2
 : i	-1	0	-4	-5	-9	-4	0.1	1	-6
Cc1ccnc(NS(=O)(=O)c2ccc(NC(=O)c3ccc(S(=O)(=O)N4CC(C)OC(C)C4)cc3)cc2)n1 (stereo not given)
 : i	-3	-5	4	-2	12	-1	0.1	5	-3

# More entries
# Values run as follows: Rpn11 block	STEP inh	NRP1-CendR mod	SUMO1-SIM PPI	NadD inh	SKN-1 inh	MT1-MMP act inh	LMPTP block	DNMT1 block	Scp-1 inhibitor
O=c1c2ccccc2c(/C=N/NS(=O)(=O)c2ccccc2)c(O)n1-c1ccccn1
 : /	-5	133	-24	1	10	-112	0.4	-7	5
COc1ccc([C@H]2CC(=O)C[C@@H](CCn3ccnn3)O2)cc1
 : /	/	-9	0	-2	5	5	-1.1	/	/
CN(C(=O)Nc1ccccc1)C1CCCCC1
 : i	1	-5	2	-6	-1	1	-0.7	1	-5
CC(C)(C)[C@@H]1C=C(C(=O)NC2CC2)O[C@H](OCc2ccc(CO)cc2)C1
 : i	-1	6	0	-3	21	9	-0.4	0	-5
OC(CCc1ccncc1)c1ccccc1 (stereo not given)
 : i	1	-3	-3	-1	1	5	0.5	4	-3
CN(C)S(=O)(=O)c1ccc(S(=O)(=O)N2CCCC(C(=O)NC3CCCC3)C2)cc1 (stereo not given)
 : i	-2	5	-3	1	-1	-1	-0.1	3	2
O=C(O)c1ccc(Cl)c(S(=O)(=O)Nc2ccc3cn[nH]c3c2)c1
 : i	7	-7	9	-7	1	0	7.8	25	46
CCc1nc(Cl)c(C#N)c2c1CCCC2
 : i	1	-12	0	-3	13	-7	-0.4	2	-1
CC1=C(C(=O)OCC2CCCO2)C(c2ccsc2)C2=C(CCCC2=O)N1 (stereo not given)
 : i	-1	4	-4	1	-10	-4	0.5	1	2
Nc1cc(N)nc(SCCOc2ccccc2F)n1
 : i	6	5	2	-3	5	2	-0.4	-1	-2
Cc1cc(C)c2c(CC(=O)Nc3nccs3)coc2c1
 : i	-2	4	-2	-2	11	-1	-1.7	-5	7
CCOc1cc2[nH]c(=S)n(Cc3ccc(C(=O)NCCN(CC)CC)cc3)c(=O)c2cc1OCC
 : i	0	2	22	-8	5	5	-0.5	0	-5
CN(C)S(=O)(=O)c1cccc(-c2nn(-c3ccccc3)cc2/C=C2\SC(=S)NC2=O)c1
 : +	3	-140	26	27	3	-138	-1.1	21	-10
O=C(CN(C(=O)c1csnn1)c1cccc2c1CCCC2)NCc1ccc(F)cc1
 : i	1	-9	-8	-3	4	-2	-0.8	0	-12
O=C(CNc1ccc(Cl)c(C(F)(F)F)c1)N1CCN(S(=O)(=O)c2ccccc2)CC1
 : i	2	11	0	20	-14	4	1.5	-1	69*
CC1CN(c2ccc(Cl)cc2[N+](=O)[O-])CCN1S(C)(=O)=O (stereo not given)
 : i	1	12	-23	-4	5	5	1.2	1	7
Cc1ccc(S(=O)(=O)NC2CCCC2)cc1C(N)=O
 : i	-3	16	0	-1	-1	-1	-0.3	-1	-5
C=CCN1C(=O)CSC1=Nc1ccc(NC(C)=O)cc1
 : i	-2	-2	0	1	12	-1	-0.7	2	-7
Cc1oc(-c2cccs2)nc1CN1CCC(CO)(CCOc2ccccc2)CC1
 : i	-1	-6	2	-10	-3	-10	0.4	1	-8
Cc1cc(C)cc(NC(=O)Cc2ccc(-n3cccc3)cc2)c1
 : i	0	4	-1	1	-3	-1	0.0	-5	-5
CCOC(=O)c1cnc2c(c(C3CC3)nn2C)c1N1CCOCC1
 : i	2	0	1	2	11	0	-0.3	-4	-4
O=C(COC(=O)[C@H](Cc1ccccc1)NC(=O)c1cccs1)Nc1ccccc1C(F)(F)F
 : i	-2	-10	5	-6	2	4	1.0	-5	-12
Cc1nc2nc(CC(=O)O)[nH]n2c(=O)c1[N+](=O)[O-]
 : i	3	-18	11	-3	-14	-1	-2.7	2	1
Cc1ccc(N2C(=O)Nc3ccccc3C2(O)C(=O)NCCCOC(C)C)cc1C (stereo not given)
 : i	0	17	-1	-3	8	2	-0.9	-1	-6

# In the list so far, these have a cyano group.
# Values run as follows: Rpn11 block	STEP inh	NRP1-CendR mod	SUMO1-SIM PPI	NadD inh	SKN-1 inh	MT1-MMP act inh	LMPTP block	DNMT1 block	Scp-1 inhibitor
CC1(C)Cc2c(sc(N)c2C#N)C(C)(C)N1
 : i	44*	3	4	-1	1	-2	0.7	-5	-3
CCc1nc(Cl)c(C#N)c2c1CCCC2
 : i	1	-12	0	-3	13	-7	-0.4	2	-1
